Screening results as filed in PubChem BioAssay.
Avidin fluor = avidin bead compound fluorescence profile; AID 1775; fluorescence (KMESF) at 10 µM; actives 0.38% (n = 220,000); Avidin beads, compound fluorescence 488/530 nm, flow cytometry; stronger effect = higher value; in the data active means fluorescence above about 47; further: inactives centre near 10
Bim-Bcl-W = disrupts Bim peptide binding to human Bcl-W; actives 0.02% (n = 190,000); AID 952; Q92843; inhibition, % at 10 µM; bead-based flow cytometry;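 further: 0% = bound tracer without compound and 100% = peptide blocker; higher means less fluorescent Bim peptide bound to Bcl-W beads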
ABCG2 inh = inhibitors of human ABCG2 transporter, ABCB1 counter-screen. Q9UNQ0. IgMXP3 cells, JC-1 efflux, flow cytometry. inhibition, % at 6.6 µM. actives 0.1% (n = 190,000);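 active means inhibition above 80%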;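 further: 0% = DMSO and 100% = nicardipine control wells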
Target sequence (Q9UNQ0 whole entry, looked up): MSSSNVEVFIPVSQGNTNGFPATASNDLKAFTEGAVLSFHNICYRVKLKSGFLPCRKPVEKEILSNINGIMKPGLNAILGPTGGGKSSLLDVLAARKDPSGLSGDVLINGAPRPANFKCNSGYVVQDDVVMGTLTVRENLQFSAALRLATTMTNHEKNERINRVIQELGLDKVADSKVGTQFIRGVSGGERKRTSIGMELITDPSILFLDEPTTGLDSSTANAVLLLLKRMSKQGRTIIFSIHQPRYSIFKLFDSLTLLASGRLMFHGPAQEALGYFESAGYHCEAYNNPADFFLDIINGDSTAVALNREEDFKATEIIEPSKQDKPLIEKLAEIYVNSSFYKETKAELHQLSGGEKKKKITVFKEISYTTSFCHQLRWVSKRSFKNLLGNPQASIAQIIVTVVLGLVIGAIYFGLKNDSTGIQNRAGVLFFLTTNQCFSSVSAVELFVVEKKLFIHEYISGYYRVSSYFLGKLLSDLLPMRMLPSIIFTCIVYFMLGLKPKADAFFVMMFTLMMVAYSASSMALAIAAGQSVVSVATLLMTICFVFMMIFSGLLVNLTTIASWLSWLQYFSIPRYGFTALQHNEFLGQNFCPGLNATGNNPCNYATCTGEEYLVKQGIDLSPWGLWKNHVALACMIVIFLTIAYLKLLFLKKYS
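test system = two drug-resistant human cell lines, ABCG2 and ABCB1 | amount = 3 million cells/mL final, two lines in 1:1 ratio | reagent = JC-1 transporter substrate | doses = one concentration, 6.6 µM final | incubation = 10 min at 25 °C | signal = flow cytometric JC-1 green MFI at 530 nm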
Bcl-B Bim block = inhibitors of Bim-Bcl-B interaction, human | bead-based flow cytometry, Bim peptide-Bcl-B binding | inhibition, % at 10 µM | actives 0.073% (n = 190,000) | AID 951;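 further: 0% = tracer peptide without compound and 100% = reference inhibitor peptide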
Bcl-2 Bim block = disrupts Bim peptide binding to human Bcl-2 | P10415 | Bead-based flow cytometry, Bim peptide-Bcl-2 binding | inhibition, % at 10 µM | actives 0.06% (n = 190,000) | AID 950; in the data active means inhibition above about 40%; inconclusive means no clear call, values can overlap the other calls;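 further: 0% = no compound wells with probe peptide and 100% = reference peptide inhibitor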
Target sequence (P10415 whole entry, looked up): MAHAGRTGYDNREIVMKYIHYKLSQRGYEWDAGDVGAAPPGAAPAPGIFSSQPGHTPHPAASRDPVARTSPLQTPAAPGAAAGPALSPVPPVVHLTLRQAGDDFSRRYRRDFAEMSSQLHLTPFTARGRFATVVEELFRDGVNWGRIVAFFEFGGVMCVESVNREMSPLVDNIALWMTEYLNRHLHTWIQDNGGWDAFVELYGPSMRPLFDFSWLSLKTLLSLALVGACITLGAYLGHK
Bim-Bfl-1 = disrupts Bim binding to human Bfl-1 | Bead-based flow cytometry, Bim-Bfl-1 binding inhibition | inhibition, % at 10 µM | actives 0.12% (n = 190,000) | AID 1008;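 further: 0% = wells without compound plus tracer and 100% = blocker peptide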
ABCB1 inh = inhibitors of human ABCB1 transporter, ABCG2 counter-screen. inhibition, % at 6.6 µM. CCRF-Adr cells, JC-1 efflux, flow cytometry. P08183. actives 0.067% (n = 190,000); in the data active means inhibition above about 40%;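 further: 0% = vehicle and 100% = reference inhibitor; higher value means more JC-1 retained so stronger ABCB1 efflux block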
Bcl-XL Bim block = human Bim-Bcl-XL interaction inhibition; Q07817; Bim peptide-Bcl-XL binding, bead flow cytometry, fluorescence; inhibition, % at 10 µM; actives 0.04% (n = 190,000); AID 1007
RGS7-Gao = regulators of human RGS7-Galphao interaction; P09471; Multiplexed bead flow cytometry, RGS7-Galphao binding; actives lie on both sides; binding response (% of control), % at 10 µM; actives 0.35% (n = 220,000); AID 1439; in the data active means binding response below about 49% or above about 150%; inconclusive means no clear call, values can overlap the other calls; inactive means in between;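 further: fluorescent Galphao held in activated GDP-AlF4 state binding bead-coupled RGS7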
GSH fluor = compound fluoresces at 488/530 nm on GSH beads; fluorescence (KMESF) at 10 µM; AID 1776; actives 0.25% (n = 190,000); GSH beads flow cytometry, compound fluorescence 488/530 nm; stronger effect = higher value; in the data active means fluorescence above about 89;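 further: glutathione beads carrying GST-tagged Bcl family fusion proteins plus one bare bead set; values are compound well signal with DMSO vehicle wells as background; inactives centre near 16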
RGS4-Gao reg = human RGS4-Galphao interaction regulation | actives 0.33% (n = 220,000) | P09471 | Multiplexed bead flow cytometry, RGS4-Galphao binding; actives lie on both sides | binding response (% of control), % at 10 µM | AID 1415; in the data active means binding response below about 49% or above about 150%; inactive means in between;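 further: fluorescent Galphao activated with aluminum fluoride binding bead-coupled RGS4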
* hit, by the source's call; ? = inconclusive. Unless noted, no stated cut-off is given here; in the data, active means inhibition above about 40%. Rows were taken by chance. About 1.3% of those tested had a hit in this group.

entry | Structure | Avidin fluor | Bim-Bcl-W | ABCG2 inh | Bcl-B Bim block | Bcl-2 Bim block | Bim-Bfl-1 | ABCB1 inh | Bcl-XL Bim block | RGS7-Gao | GSH fluor | RGS4-Gao reg
1 | O=C(CSc1nnc(-c2cccs2)n1-c1ccccc1)N1CCCC1 | 16 | -3 | 1 | 0 | -3 | -1 | 0.6 | -3 | 101 | 21 | 98
2 | COc1cccc(N2C(N)=NC(N)=NC2(C)C)c1 | 6 | -1 | 1 | -8 | -9 | -6 | 0.7 | -2 | 105 | 13 | 104
3 | CCN1C(=O)/C(=C\c2cccn2-c2ccc([N+](=O)[O-])cc2)N(CC)C1=S | 4 | 6 | 0 | 5 | 12 | 5 | 0.1 | 7 | 102 | 10 | 97
4 | CCC1=C/C(=C/c2sc3ccccc3[n+]2CC)CC(C)(C)C1 | 7 | 0 | -2 | -14 | 7 | 19 | -0.1 | -5 | 97 | 22 | 97
5 | O=C1NC(=O)C(CC(=O)N(Cc2ccco2)C2(C(=O)NC3CCCC3)CCCCC2)N1 (stereo unspecified) | 37 | -1 | 1 | -3 | -2 | -2 | 0.3 | 0 | 98 | 18 | 103
6 | COC(=O)C1=C(C)N(C(C)c2ccccc2)C(=O)C1 (stereo unspecified) | 9 | -6 | 12 | -6 | -5 | -7 | 0.5 | -7 | 104 | 11 | 104
7 | O=C(Nc1nnc(CCN2CCCCC2)s1)C1CCCCC1 | 6 | 0 | 0 | -12 | -11 | -13 | -0.1 | -9 | 104 | 39 | 107
8 | CC(C)(C)n1nc2c(c1NC(=O)CCCc1ccccc1)CS(=O)C2 (stereo unspecified) | 7 | 0 | -1 | -7 | -7 | -11 | -2.3 | -2 | 103 | 20 | 101
9 | CCOCCOC(=O)C1=C(C)N(C)C(=O)NC1c1cc(Cl)c(O)c(OC)c1 (stereo unspecified) | 10 | 0 | -4 | -9 | -7 | -9 | -7.4 | -5 | 104 | 12 | 102
10 | CCC(C(=O)Nc1nc(C)cs1)c1ccccc1 (stereo unspecified) | 15 | -2 | 2 | -4 | -2 | -2 | 0.6 | -2 | 101 | 13 | 101
11 | Cc1sc(NC(=O)c2cccc([N+](=O)[O-])c2)c(C(N)=O)c1-c1ccc(C(C)(C)C)cc1 | 14 | 0 | 2 | -10 | -8 | -16 | -0.4 | -6 | 100 | 30 | 102
12 | Cc1nn(Cc2ccccc2)c(Cl)c1C(=O)NC(C)(C)C | 4 | -5 | 1 | -7 | -2 | -3 | 0.2 | -6 | 91 | 11 | 93
13 | CN(C)Cc1c(O)ccc2occ(C(O)c3ccccc3)c12 (stereo unspecified) | 7 | -1 | 0 | -3 | 1 | -3 | -0.3 | -1 | 94 | 33 | 98
14 | C=CCn1c(Cc2csc(N)n2)nnc1SCC(=O)OCC | 5 | 4 | 5 | -6 | -4 | -12 | 0.4 | 1 | 97 | 41 | 101
15 | COc1ccc(CN2CCn3ncc(C(=O)Nc4cc(C)cc(C)c4)c3C2=O)cc1 | 12 | -3 | 3 | -3 | -2 | -4 | 0.6 | -5 | 102 | 62 | 96
16 | CCNC(=O)COC(=O)/C=C/c1c(C)nn(Cc2cccc(OC)c2)c1Cl | 7 | 0 | 17 | -1 | 0 | -4 | 2.0 | 0 | 95 | 16 | 101
17 | CC12CCC(C(=O)Nc3cc(F)ccc3F)(CC1=O)C2(C)C (stereo unspecified) | 9 | 0 | 8 | -4 | -4 | -4 | 0.8 | -3 | ? | 17 | 101
18 | CCCc1cc(=O)n2[nH]c(Cc3ccccc3)nc2n1 | 11 | 1 | 2 | -8 | -5 | -9 | -0.1 | -5 | 99 | 18 | 101
19 | CCOc1ccc(CC2NCCc3cc(OCC)c(OCC)cc32)cc1OCC (stereo unspecified) | 15 | 0 | 4 | 0 | 0 | 7 | 2.8 | 0 | 103 | 11 | 101
20 | CCn1c2ccccc2c2cc([N+](=O)[O-])ccc21 | 19 | -1 | 3 | -10 | -3 | -5 | 0.0 | -1 | 101 | 10 | 102
21 | Nc1nonc1C(=O)NC(c1ccccc1)c1ccccc1 | 22 | 2 | 14 | -5 | -6 | -14 | 0.4 | -5 | 100 | 19 | 103
22 | O=C(C1=C[C@@H](C2CCCCC2)C[C@@H](OCCCCO)O1)N1CCN(Cc2ccc3c(c2)OCO3)CC1 | 6 | 1 | 4 | -5 | -5 | -8 | 2.1 | -2 | 99 | 19 | 102
23 | Cn1cnnc1Sc1ccc(/C=C(\CCC(=O)O)c2nc3ccccc3s2)cc1[N+](=O)[O-] | 22 | 0 | -2 | 1 | 0 | -2 | -0.7 | -1 | 104 | 11 | 104
24 | COC(=O)Cc1cc(=O)n(-c2nc3ccccc3s2)[nH]1 | 15 | 1 | -4 | -6 | -7 | -16 | -1.6 | -2 | 97 | 32 | 98
25 | O=c1c2cccnc2[nH]c(=S)n1CCC1=CCCCC1 | 12 | -1 | 2 | -2 | 0 | -6 | 0.4 | 0 | 97 | 64 | 95
26 | O=C(O)c1cccc(-c2nnn(Cc3ccccc3Cl)n2)c1 | 23 | -5 | 3 | -4 | -2 | -1 | 0.4 | -6 | 97 | 13 | 100
27 | S=C(c1ccc(N2CCOCC2)cc1)N1CCOCC1 | 20 | -2 | -3 | -28 | -8 | 9 | -0.4 | -1 | 116 | 22 | 102
28 | CC(C)NC(=O)C(=O)NC1CCCCCC1 | 15 | 2 | 1 | -1 | -1 | 1 | 0.2 | 0 | 104 | 10 | 109
29 | CCOC(=O)c1c(NC(=O)CCC(=O)NCc2ccco2)sc2c1CCCC2 | 10 | -1 | 6 | 1 | 0 | 0 | 0.9 | -2 | 109 | 20 | 106
30 | CCOc1ccc(NC(=O)CN2CCN(CC(=O)Nc3ccc(OC)cc3)CC2)cc1 | 7 | -7 | 2 | -8 | -7 | -4 | 0.7 | -9 | 102 | 15 | 102

Exported field by field: entries from further up
22	O=C(C1=C[C@@H](C2CCCCC2)C[C@@H](OCCCCO)O1)N1CCN(Cc2ccc3c(c2)OCO3)CC1
  Avidin fluor = 6
  Bim-Bcl-W = 1
  ABCG2 inh = 4
  Bcl-B Bim block = -5
  Bcl-2 Bim block = -5
  Bim-Bfl-1 = -8
  ABCB1 inh = 2.1
  Bcl-XL Bim block = -2
  RGS7-Gao = 99
  GSH fluor = 19
  RGS4-Gao reg = 102

23	Cn1cnnc1Sc1ccc(/C=C(\CCC(=O)O)c2nc3ccccc3s2)cc1[N+](=O)[O-]
  Avidin fluor = 22
  Bim-Bcl-W = 0
  ABCG2 inh = -2
  Bcl-B Bim block = 1
  Bcl-2 Bim block = 0
  Bim-Bfl-1 = -2
  ABCB1 inh = -0.7
  Bcl-XL Bim block = -1
  RGS7-Gao = 104
  GSH fluor = 11
  RGS4-Gao reg = 104

24	COC(=O)Cc1cc(=O)n(-c2nc3ccccc3s2)[nH]1
  Avidin fluor = 15
  Bim-Bcl-W = 1
  ABCG2 inh = -4
  Bcl-B Bim block = -6
  Bcl-2 Bim block = -7
  Bim-Bfl-1 = -16
  ABCB1 inh = -1.6
  Bcl-XL Bim block = -2
  RGS7-Gao = 97
  GSH fluor = 32
  RGS4-Gao reg = 98

Given as labelled records: entries from further up
24) COC(=O)Cc1cc(=O)n(-c2nc3ccccc3s2)[nH]1
  Avidin fluor: 15	Bim-Bcl-W: 1	ABCG2 inh: -4	Bcl-B Bim block: -6	Bcl-2 Bim block: -7	Bim-Bfl-1: -16	ABCB1 inh: -1.6	Bcl-XL Bim block: -2	RGS7-Gao: 97	GSH fluor: 32	RGS4-Gao reg: 98

23) Cn1cnnc1Sc1ccc(/C=C(\CCC(=O)O)c2nc3ccccc3s2)cc1[N+](=O)[O-]
  Avidin fluor: 22	Bim-Bcl-W: 0	ABCG2 inh: -2	Bcl-B Bim block: 1	Bcl-2 Bim block: 0	Bim-Bfl-1: -2	ABCB1 inh: -0.7	Bcl-XL Bim block: -1	RGS7-Gao: 104	GSH fluor: 11	RGS4-Gao reg: 104

Remaining list, next part
Each structure is followed by: Avidin fluor	Bim-Bcl-W	ABCG2 inh	Bcl-B Bim block	Bcl-2 Bim block	Bim-Bfl-1	ABCB1 inh	Bcl-XL Bim block	RGS7-Gao	GSH fluor	RGS4-Gao reg
31. FC(F)(F)c1cnc(Oc2ccccc2-c2nnc(-c3ccc(Cl)cc3)o2)c(Cl)c1
→ 12	-5	25	-8	-6	-6	1.1	-13	97	25	97
32. O=S(=O)(c1ccc(F)cc1)N1CCN(Cc2ccccn2)CC1
→ 6	4	-2	-4	-3	4	-0.4	0	105	9	106
33. Cc1ccc(C(=O)O/N=C(/c2nonc2N)N(C)C)cc1
→ 7	0	4	-7	-9	-9	0.7	-3	96	27	101
34. COc1cccc(NC(=O)C(Sc2nnc3ccccn23)c2ccccc2)c1 (stereo unspecified)
→ 6	-2	9	-5	-2	0	1.8	-4	103	6	106
35. COc1ccccc1/C=C1\NC(=S)N(CC2CCCO2)C1=O (stereo unspecified)
→ 35	0	1	0	0	1	0.3	-3	102	16	98
36. Cc1ccc(N(CC(=O)NCC2CCCO2)C(=O)CCC(=O)Nc2ccccn2)cc1 (stereo unspecified)
→ 4	-3	2	0	0	2	0.6	-3	91	10	92
37. C=CCSc1nnc(NC(=O)CSc2nc3ccccc3[nH]2)s1
→ 9	-3	1	-5	-3	-4	-0.1	-2	99	20	95
38. CC(C)[C@H](NC(=O)c1ccco1)C(=O)OCC(=O)Nc1ccccc1OC(F)F
→ 11	-5	3	-3	-3	-8	0.4	-4	100	13	101
39. COCCNC(=O)/C(C#N)=C/c1nc(N(C)C)n(-c2ccc(F)cc2)c1Cl
→ 11	-1	2	-4	-2	-2	1.5	-1	?	10	103
40. O=C(Nc1ccc2c(c1)OCO2)OCc1ccccc1
→ 5	0	14	0	-7	0	0.6	-1	100	20	100
41. O=C(NCCCn1ccnc1)C(Cc1ccc([N+](=O)[O-])cc1)N1C(=O)c2ccccc2C1=O (stereo unspecified)
→ 6	-1	26	-1	-2	-3	0.6	-1	103	30	103
42. COc1ccc2[nH]c(=O)c(CN(Cc3ccccc3)Cc3nnnn3CC3CCCO3)cc2c1 (stereo unspecified)
→ 11	0	4	0	2	1	0.9	-1	99	12	97
43. COc1ccc(-c2nnc(SCC(=O)O)n2C)cc1OC
→ 6	-1	5	-2	-6	-4	0.3	-6	102	12	100
44. Cn1c(=NC(=O)c2ccco2)sc2cccc(F)c21
→ 7	0	1	-6	-7	-10	0.1	-2	103	12	103
45. CC1CCCN(C(=O)CCCn2c(=S)[nH]c3ccccc3c2=O)C1 (stereo unspecified)
→ 11	-2	46	-18	-9	-13	1.5	-7	103	36	101
46. COc1ccc(N2C(=O)/C(=C3/C=CC=CN3C)SC2=S)cc1
→ 1	-1	0	-3	-5	0	0.0	-2	109	6	109
